Source: PubChem (several laboratories)
PPARg SRC-3 ag – promotes SRC-3 coactivator recruitment by human PPARgamma | P37231 | biochemical PPARgamma/SRC-3 coactivator recruitment assay | activation, % at 8 µM | hit rate 0.26% among 200,000 | AID 731; in the data active = activation above about 23%;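 also: 0% = DMSO and 100% = reference agonist; some compounds past the cut are filed as inactive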
RAM inhibit – blocks the yeast RAM network; inhibition, % at 50 µM; S. cerevisiae dse1pr::URA3 reporter, 5-FOA growth OD615, 2 d; analog-sensitive cbk1-as2 kinase mutant strain; hit rate 1.8% among 190,000;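 active = inhibition above a set limit, 3 SD over mean compound inhibition, cut at about 8.4% in these data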;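 also: 0% = DMSO-only wells with no growth and 100% = 10 µM 1-NA-PP1 full growth; inhibition rescues growth on 5-FOA so higher OD means more RAM inhibition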
STAT3 inh – inhibitors of IL-6 induced STAT3 signaling | U3A cells, IL-6 STAT3-luciferase reporter, luminescence; host cell line lacks STAT1 | AID 862 | inhibition, % at 5.5 µM | hit rate 0.89% among 190,000;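 active = inhibition above the mean inhibition across all screened compounds plus 3 SD, cut at about 44% in these data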;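 also: 0% = DMSO only wells and 100% = 100 µM nifuroxazide control wells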
PPARg SRC2 recr – agonists of SRC-2 recruitment by human PPARgamma; PPARgamma LBD-SRC-2 recruitment, biochemical; activation, % at 8 µM; hit rate 0.34% among 200,000; in the data active = activation above about 22%;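 also: 0% = vehicle and 100% = reference agonist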
TLR4-MyD88 BLA – blocks binding of human TLR4 to MyD88 | O00206+Q99836 | inhibition, % at 8.4 µM | HeLa CL3-4 TLR4/MyD88 BLA complementation, FRET ratio | AID 861 | hit rate 0.18% among 200,000; in the data active = inhibition above about 25%;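 also: 0% = vehicle and 100% = reference inhibitor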
STAT3 act – STAT3 signaling activation; activation (% of control), % at 5.6 µM; U3A cells, IL-6 STAT3-luciferase reporter, luminescence; 100% = signal with IL-6 EC80 alone; hit rate 0.91% among 190,000; AID 871;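 active = activation above the screen-wide mean of compound activation plus 3 SD, cut at about 130% in these data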;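 also: 0% = background luminescence of wells with medium and substrate only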
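Material: STAT3-luciferase reporter U3A cells. Controls: IL-6-treated wells, 100% activation. Read-out: % activation versus median of IL-6-stimulated wells. Probe or stimulus: IL-6 stimulus at 33 ng/mL final. Timing: compound 1 h, then IL-6 6 h at 37 °C. Signal: reporter luminescence signal.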
STAT1 inh – inhibitors of IFN-gamma induced STAT1 signaling; hit rate 0.35% among 200,000; inhibition, % at 5.5 µM; NIH 3T3 STAT1-luciferase reporter, luminescence;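 active = inhibition above a set limit, the mean inhibition across all tested compounds plus 3 SD, cut at about 34% in these data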;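 also: 0% = IFN-gamma with DMSO and 100% = IFN-gamma with 300 µM nifuroxazide; values of inactives mirror those of a sister screen read the other way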
PPARg SRC-1 ag – agonists of human PPARgamma SRC-1 coactivator recruitment; P37231; activation, % at 8 µM; AID 631; hit rate 0.41% among 200,000; PPARgamma-SRC-1 coactivator recruitment biochemical assay; in the data active = activation above about 19%;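 also: 0% = DMSO and 100% = reference agonist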
ROMK mod – human ROMK K+ channel modulation, primary screen. B-score at 10 µM. hit rate 2% among 130,000. AID 1918. Tet-inducible ROMK, thallium flux fluorescence; actives lie on both sides;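 active = signal ratio slope over the read window, or its plate-corrected B-score, at least 3 SD from the plate mean, either direction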;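 also: B-score of the F/F0 ratio slope over 7 to 12 s after thallium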
Target sequence (P48048 whole entry, looked up): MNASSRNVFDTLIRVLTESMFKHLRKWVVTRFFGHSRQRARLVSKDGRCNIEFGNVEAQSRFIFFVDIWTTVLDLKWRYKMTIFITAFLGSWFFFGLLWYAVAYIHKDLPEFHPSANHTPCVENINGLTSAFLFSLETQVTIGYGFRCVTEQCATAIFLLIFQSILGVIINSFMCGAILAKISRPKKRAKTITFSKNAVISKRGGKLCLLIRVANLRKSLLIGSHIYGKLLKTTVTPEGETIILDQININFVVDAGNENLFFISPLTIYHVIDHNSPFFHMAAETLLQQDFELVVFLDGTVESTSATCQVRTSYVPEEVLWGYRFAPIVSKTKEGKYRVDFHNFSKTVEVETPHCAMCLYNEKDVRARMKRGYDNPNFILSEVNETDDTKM
S1P3 antagonist – blocks the human S1P3 receptor. Q99500. CHO S1P3 NFAT-BLA reporter, FRET fluorescence, antagonist mode. inhibition, % at 4.98 µM. hit rate 0.27% among 170,000;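 active = inhibition above the plate cutoff, the mean inhibition of test wells on that plate plus 3 SD, cut at about 28% in these data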;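 also: cells challenged with S1P at its EC80 of 0.8 µM; blue over green emission ratio from cleaved BLA substrate after 4 h stimulation; 0% = S1P-stimulated wells and 100% = unstimulated DMSO-only wells; some compounds past the cut are filed as inactive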
Target sequence (Q99500 whole entry, looked up): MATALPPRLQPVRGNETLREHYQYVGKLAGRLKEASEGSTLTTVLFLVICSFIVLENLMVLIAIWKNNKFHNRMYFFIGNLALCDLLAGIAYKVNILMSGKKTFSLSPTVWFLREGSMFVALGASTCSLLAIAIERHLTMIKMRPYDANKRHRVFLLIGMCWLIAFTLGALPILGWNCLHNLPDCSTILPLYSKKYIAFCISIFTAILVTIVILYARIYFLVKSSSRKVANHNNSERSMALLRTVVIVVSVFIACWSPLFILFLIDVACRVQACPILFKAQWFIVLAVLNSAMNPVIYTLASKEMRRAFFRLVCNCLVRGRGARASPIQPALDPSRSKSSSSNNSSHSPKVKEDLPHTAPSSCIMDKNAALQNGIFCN
TR-FRET SRC-2 ct – TR-FRET artefact, counter-screen to PPARgamma/SRC-2 agonist assay | hits give high values | TR-FRET ratio at 8 µM | hit rate 0.4% among 200,000 | AID 1049; in the data active = TR-FRET ratio above about 2000; also: inactives centre near 1500
Active calls of the source: *; x = no result given.

SMILES | PPARg SRC-3 ag | RAM inhibit | STAT3 inh | PPARg SRC2 recr | TLR4-MyD88 BLA | STAT3 act | STAT1 inh | PPARg SRC-1 ag | ROMK mod | S1P3 antagonist | TR-FRET SRC-2 ct
CCOC(=O)c1c(C)[nH]c(C)c1C(=O)CSc1nc2ccccc2c(=O)n1-c1ccc(F)cc1 | 1 | 8.0 | -6 | 3 | -12 | 110 | 12 | -4 | 0.38 | -7 | 1470
NNC(=O)c1cc2cc3ccccc3nc2s1 | 9 | -0.6 | 12 | 3 | 8 | 99 | -41 | 0 | 1.3 | -12 | 1533
CCC(C)(C)NC(=O)C(c1ccc(C)cc1)N(CC1CCCO1)C(=O)CNC(=O)c1cccs1 (stereo not drawn) | -5 | 1.2 | -4 | 7 | 2 | 106 | 6 | 8 | x | x | 1625
CCOC(=O)C1CCCN(C(=O)c2ccc(Cl)cc2)C1 (stereo not drawn) | -4 | 0.8 | 6 | 1 | 4 | 102 | 3 | 8 | -0.36 | -8 | 1351
O=C(NCCC1=CCCCC1)N[C@@H](Cc1ccccc1)C(=O)O | -2 | 0.6 | 5 | -6 | 4 | 99 | 1 | 4 | x | -5 | 1320
COc1ccc(CCNc2cc(C)nc3c(-c4ccc(Cl)cc4)cnn23)cc1OC | 1 | -0.2 | 3 | 5 | -5 | 100 | 3 | 10 | x | -7 | 1781
CC1=CC(C)C2(COC(=O)Nc3ccccc3)COC(C)C1C2C (stereo not drawn) | 4 | 2.6 | 2 | 2 | -8 | 100 | -1 | 0 | -0.3 | 0 | 1469
Cn1cccc1/C=C1\SC(=S)N(NC(=O)c2ccccc2)C1=O | 1 | 8.4 | -4 | -2 | 0 | 101 | 6 | 0 | -2.7* | -10 | 1517
COc1cc(S(=O)(=O)Nc2ccc(C)cc2)ccc1N=Cc1c(C)c(C#N)c(=O)n(C)c1O | 5 | -0.1 | 4 | 3 | 0 | 100 | -3 | 13 | -2.9 | -34 | 1601
COc1ccc(CN(C)C(=O)CCl)cc1 | 4 | 3.3 | 9 | -4 | -13 | 102 | 12 | 5 | -0.48 | -3 | 1576

Profiles from above. Screens in order: PPARg SRC-3 ag | RAM inhibit | STAT3 inh | PPARg SRC2 recr | TLR4-MyD88 BLA | STAT3 act | STAT1 inh | PPARg SRC-1 ag | ROMK mod | S1P3 antagonist | TR-FRET SRC-2 ct
Cn1cccc1/C=C1\SC(=S)N(NC(=O)c2ccccc2)C1=O as listed: 1 | 8.4 | -4 | -2 | 0 | 101 | 6 | 0 | -2.7* | -10 | 1517
O=C(NCCC1=CCCCC1)N[C@@H](Cc1ccccc1)C(=O)O as listed: -2 | 0.6 | 5 | -6 | 4 | 99 | 1 | 4 | x | -5 | 1320

Remaining list, next part.
SMILES | PPARg SRC-3 ag | RAM inhibit | STAT3 inh | PPARg SRC2 recr | TLR4-MyD88 BLA | STAT3 act | STAT1 inh | PPARg SRC-1 ag | ROMK mod | S1P3 antagonist | TR-FRET SRC-2 ct
CC(C)COc1ccc(-c2cc(C(=O)NN)[nH]n2)cc1 | -1 | -0.4 | 36 | -5 | -6 | 71 | -59 | -7 | -0.022 | -3 | 1563
CCOC(=O)C1(CCOc2ccccc2)CCN(Cc2cccc3c2OCO3)CC1 | 0 | 0.4 | 0 | 8 | 2 | 106 | 3 | 4 | x | 0 | 1510
Cc1cc(C)cc(N2CC(O)=C(c3nc4ccccc4c(=O)[nH]3)C2=N)c1 | -1 | 7.4 | 20 | 4 | 4 | 84 | -9 | 2 | x | -16 | 1589
Cc1onc(-c2ccccc2)c1C(=O)Nc1nc(-c2ccccc2)cs1 | 6 | 2.2 | -19 | 1 | 5 | 122 | -21 | 1 | 0.92 | x | 2194*
O=C(CCCN1C(=O)/C(=C\c2cccc(Br)c2)SC1=S)Nc1cccnc1 | 5 | 2.9 | 10 | 8 | 18 | 96 | 11 | 3 | -1.7 | -6 | 1551
O=C(c1cccn(Cc2ccc(Cl)c(Cl)c2)c1=O)N1CCOCC1 | -3 | -0.5 | 5 | 4 | -2 | 104 | -3 | 10 | x | x | 1520
Cc1ccc2nsnc2c1NC(=O)c1sc2ccccc2c1Cl | 3 | 2.6 | 9 | 3 | -4 | 91 | 1 | 4 | 0.031 | 4 | 1549
O=C(NNS(=O)(=O)c1ccccc1)c1ccc(O)cc1 | 0 | -0.9 | 1 | 7 | 2 | 98 | -2 | -2 | 1.5 | -7 | 1568
C=CCNC(=O)c1ccc(C)cc1Cl | -9 | 0.1 | -3 | 2 | 1 | 106 | -9 | 0 | x | 22 | 1653
Cc1cccc(OCC(=O)N/N=C/c2cc([N+](=O)[O-])ccc2N2CCOCC2)c1 | 1 | 3.2 | -6 | -7 | 1 | 105 | 0 | -2 | 0.81 | -1 | 1493
Cc1ccccc1NC(=S)NCc1ccc(Cl)cc1 | 1 | 1.2 | 4 | -2 | 2 | 97 | -5 | 3 | -0.54 | 3 | 1429
Fc1ccc(NC(=S)N2CCc3ccccc3C2)c(F)c1 | 2 | -0.1 | -2 | 2 | 1 | 110 | -6 | 3 | 0.022 | -8 | 1680
O=C(O)CSc1ncccn1 | 2 | 2.1 | 6 | -2 | 7 | 98 | -12 | 5 | 0 | 4 | 1445
COC(=O)c1ccc(COC(=O)c2ccccn2)cc1 | -11 | -1.3 | 0 | 4 | 10 | 103 | -36 | -8 | x | 3 | 1488
CCOc1cc(/C=N\NC(=O)CC(=O)NCCc2ccccc2)ccc1O | 1 | 1.4 | -3 | 0 | 4 | 104 | 12 | 1 | 0.56 | -2 | 1631
O=C(CCSc1ccccc1Cl)Nc1cccc([N+](=O)[O-])c1 | 0 | 8.9* | -8 | 7 | 9 | 105 | -9 | -4 | -0.54 | -11 | 1611
CS(=O)(=O)c1ccc2nc(NC(=O)C3C4C=CC(C4)C3C(=O)O)sc2c1 (stereo not drawn) | 1 | 1.4 | 3 | 6 | 2 | 102 | -1 | 0 | x | -67 | 1495
CCNc1nc(SC)nc(N(C#N)CC(=O)OC)n1 | -1 | 0.7 | 2 | 3 | 5 | 100 | -5 | 1 | x | x | 1557
COc1ccc(N2C(=O)C(CC(=O)O)S/C2=C\C(C)=O)cc1 (stereo not drawn) | -7 | 2.0 | -6 | 5 | 0 | 111 | -1 | 7 | x | x | 1604
COc1ccc(Cc2nnc(SCC(=O)Nc3nc(C)cs3)o2)cc1 | -9 | 1.4 | 9 | 11 | 11 | 95 | 0 | 6 | x | 18 | 1478
O=c1[nH][nH]c2nc(C(F)(F)F)cc(C(F)(F)F)c12 | 18 | 1.6 | 8 | 3 | 6 | 96 | 1 | 15 | x | 2 | 1695
COC(=O)C1CCN(C(=O)COC(=O)CCc2nc3ccccc3c(=O)[nH]2)CC1 | 3 | 1.5 | 17 | -5 | -5 | 92 | 15 | 0 | -0.051 | 1 | 1343
O=C(COC(=O)CNC(=O)c1ccco1)NCc1ccc(F)cc1 | 1 | 0.9 | -17 | 15 | 0 | 115 | 13 | 10 | 0.46 | -14 | 1644
COc1cc(C)ccc1OCCOCCOc1ccccc1[N+](=O)[O-] | 4 | -0.5 | -3 | 0 | 0 | 102 | -13 | 6 | x | 0 | 1749
CCOC(=O)CCNC(=O)N1CCCC(CNS(=O)(=O)c2cccs2)C1 (stereo not drawn) | 8 | 1.0 | 12 | 7 | 6 | 96 | -3 | 8 | x | 9 | 1767
CCOC(=O)c1cc(CC)sc1NC(=O)Cc1ccsc1 | 10 | 1.5 | -3 | 8 | -9 | 104 | 7 | 5 | 0.47 | 2 | 1655
CCOc1ccc(OCCCCNCCN)cc1 | -10 | 3.7 | 3 | -6 | -7 | 102 | 0 | -5 | 0.34 | x | 1384
CC(C)(C)OC(=O)C(Cc1ccc(OC(C)(C)C)cc1)NC(=O)CNC(=O)OCc1ccccc1 (stereo not drawn) | 4 | 5.5 | -4 | 8 | 4 | 104 | 1 | 4 | -2.2* | -3 | 1734
O=C(Nc1ccccc1-c1nnn(CC(=O)N2CCCc3ccccc32)n1)c1ccc(Cl)cc1 | 8 | 3.3 | 4 | -2 | -8 | 99 | 4 | -2 | -0.56 | x | 1635
Cc1ccc(CN(C(=O)Cn2nnc3ccccc32)C(C(=O)NCc2ccco2)c2cccs2)cc1 (stereo not drawn) | -3 | 3.6 | 4 | -7 | -17 | 100 | 2 | 0 | -3.5 | -10 | 1294
N/C(CCN1CCOCC1)=N/O | -2 | -0.3 | 7 | 8 | -1 | 99 | 0 | -2 | 0.2 | x | 1457
Cc1ccc(-n2c(SCC(=O)N3CC(=O)Nc4ccccc43)nc3ccccc3c2=O)cc1C | -7 | 4.4 | 2 | 1 | -1 | 101 | -6 | 4 | x | -6 | 1560
O=C(c1cc2ccccc2o1)N1CCN=C1SCc1cccnc1 | 6 | 0.3 | 14 | -1 | -3 | 89 | 2 | 0 | 0.42 | 7 | 1344
Cc1cc(C(=O)NC(C)c2ccc3c(c2)OCO3)cs1 (stereo not drawn) | -5 | 1.3 | 3 | 2 | 7 | 100 | 1 | 7 | 0.062 | 13 | 1556
CCC(C)Sc1nc(O)cc(=O)[nH]1 (stereo not drawn) | 4 | 1.9 | 4 | 3 | -4 | 103 | 4 | -4 | 0.11 | 22 | 1268
Cc1csc(NC(=O)C2C3C=CC(C3)C2C(=O)O)n1 (stereo not drawn) | 2 | 1.7 | 30 | 2 | 3 | 80 | -1 | 3 | 2.3 | x | 1493
CCCOc1ccc(/C=C/C(=O)Nc2ccc([N+](=O)[O-])cc2C)cc1 | -2 | 6.0 | 42 | -7 | -13 | 66 | -3 | -3 | x | x | 1587
COc1cc(C(=O)NC2CCCCC2)ccc1OCc1ccc(Cl)cc1Cl | 1 | 3.7 | 2 | 0 | -2 | 100 | 1 | 0 | x | -4 | 1637
CC(C)C(=O)NC(=S)Nc1ccccc1C(F)(F)F | -7 | 0.5 | 1 | -2 | 10 | 109 | -19 | -1 | x | x | 1606
O=C(CSc1ncnc2c1nnn2-c1ccc(F)cc1)N1CCN(c2ccccc2)CC1 | 5 | x | 18 | 10 | 7 | 89 | 11 | 5 | x | x | 1657
CC(=O)Nc1ccc(S(=O)(=O)NCC(=O)OCc2cc(=O)oc3ccc4ccccc4c23)cc1 | 3 | 5.6 | -5 | 2 | 3 | 104 | 7 | -4 | -0.17 | -10 | 1684
CC(=O)OC[C@]1(OC(C)=O)C[C@@]23CC[C@H]4[C@@](C)(CCC[C@@]4(C)C(=O)O)[C@@H]2CC[C@@H]1C3 | 6 | 3.5 | -5 | -2 | -8 | 102 | 0 | 2 | 0.72 | -10 | 1506
C=CCN1C(=O)C2(C(C(=O)c3ccc(C)o3)=C(O)C(=O)N2CCCN2CCOCC2)c2ccccc21 (stereo not drawn) | 0 | 0.5 | 5 | 0 | -3 | 99 | -15 | -5 | 0.3 | -24 | 1564
Cc1c(NS(=O)(=O)c2ccc(Cl)c(C(=O)OC(C)C(=O)NCc3ccco3)c2)c(=O)n(-c2ccccc2)n1C (stereo not drawn) | 5 | 0.9 | -2 | 4 | 2 | 102 | -8 | 9 | 0.0047 | -21 | 1562
CC(=O)C1=C(O)C(=O)N(c2nnn(C)n2)C1c1cccs1 (stereo not drawn) | 10 | 2.7 | -1 | 1 | 21 | 105 | 0 | -1 | x | -13 | 1511
